# Screening data from PubChem BioAssay.
# CAL PDZ FP-1 = CAL PDZ peptide-binding inhibitors, primary screen, biochemical, fluorescence polarization, Cer-tagged CAL PDZ, HTS. purified CAL PDZ, TMR-peptide fluorescence polarization, 1 h. inhibition, % at 20 µM. 330,000 tested, 0.02% active. AID 504414, 2011;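 active = highest replicate inhibition of at least 40%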;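 also: plate controls were DMSO neutral control wells for no effect and unlabeled competitor peptide control wells for full effect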
#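 System: purified tagged CAL PDZ domain construct (CerCALP). Schedule: 1 h incubation at room temperature before polarization reading. Medium: 25 mM sodium phosphate pH 7.4, 150 mM NaCl, TCEP, IgG, Thesit. Read-out: percent inhibition from loss of millipolarization. Measured by: FP readout, S and P plane fluorescence. Probe or stimulus: fluorescent TMR peptide probe.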
# RTF Ca sens inh = cardiac RTF calcium sensitivity inhibitors, primary screen, biochemical, IANBD-TnC fluorescence, EC70 calcium; IANBD-labeled cardiac RTF, Ca2+ fluorescence; inhibition, % at 7.15 µM; 340,000 tested, 0.12% active; AID 493244, 2011;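 active = inhibition above the mean inhibition of all tested compounds plus 3 SD, cut at about 17% in these data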;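 also: assay run at fixed EC70 calcium of 1.6 mM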
# RTF Ca sens act = cardiac RTF calcium sensitivity activators, primary screen, biochemical, IANBD-TnC fluorescence, EC20 calcium | IANBD-labeled TnC RTF fluorescence at EC20 calcium; 0% EC20 calcium, 100% full calcium | activation, % at 7.2 µM | 340,000 tested, 0.24% active | AID 493008, 2010;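 active = activation above the mean over all tested compounds plus 3 SD, cut at about 30% in these data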;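 also: rise in fluorescence read as greater calcium sensitivity of cardiac thin filaments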
# CAL PDZ FP-2 = untagged CAL PDZ binding inhibitors, primary screen, biochemical, fluorescence polarization, HTS | Golgi-associated PDZ and coiled-coil motif-containing protein (Homo sapiens), Q9HD26 | purified CAL PDZ, TMR-peptide fluorescence polarization, 1 h | inhibition, % at 24.9 µM | 300,000 tested, 0.92% active | AID 602252, 2012;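 active = mean inhibition of at least 30% with at least half of replicates also reaching 30%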;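 also: 0% = DMSO neutral control and 100% = excess unlabeled competitor peptide PRC23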
# Keap1 Nrf2 FP = Keap1-Nrf2 protein-protein interaction inhibitors, primary screen, biochemical, fluorescence polarization, single point; Keap1 Kelch-Nrf2 peptide fluorescence polarization, 1536-well; inhibition, % at 9.4 µM; 340,000 tested, 0.15% active; in the data active = inhibition above about 12%;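 also: human Keap1 Kelch domain with fluorescein labeled Nrf2 9mer peptide probe; 0% = neutral control wells and 100% = peptide positive control; higher means more block of Keap1 binding to Nrf2 peptide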
# Rtt109 HAT inh = inhibitors of C. albicans Rtt109/Vps75 HAT, primary screen, biochemical, ThioGlo CoA-SH fluorescence, plate reader; Histone acetyltransferase RTT109 (Candida albicans (strain SC5314 / ATCC MYA-2876)), …; purified Rtt109/Vps75, 4 h; 330,000 tested, 0.16% active; inhibition, % at 34.9 µM;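 active = inhibition of at least 50% in every replicate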
# DAGLB inh = DAGLB lipase inhibitors, primary screen, biochemical, fluorescence, HTS | Diacylglycerol lipase-beta (Homo sapiens), Q8NCG7 | HEK293T DAGLB membrane lysate, EnzChek fluorogenic substrate | inhibition, % at 5.17 µM | 340,000 tested, 0.059% active | AID 504411, 2011; in the data active = inhibition above about 34%;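 also: 0% = enzyme with vehicle and 100% = wells lacking enzyme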
# Target sequence (Q8NCG7 whole entry, looked up): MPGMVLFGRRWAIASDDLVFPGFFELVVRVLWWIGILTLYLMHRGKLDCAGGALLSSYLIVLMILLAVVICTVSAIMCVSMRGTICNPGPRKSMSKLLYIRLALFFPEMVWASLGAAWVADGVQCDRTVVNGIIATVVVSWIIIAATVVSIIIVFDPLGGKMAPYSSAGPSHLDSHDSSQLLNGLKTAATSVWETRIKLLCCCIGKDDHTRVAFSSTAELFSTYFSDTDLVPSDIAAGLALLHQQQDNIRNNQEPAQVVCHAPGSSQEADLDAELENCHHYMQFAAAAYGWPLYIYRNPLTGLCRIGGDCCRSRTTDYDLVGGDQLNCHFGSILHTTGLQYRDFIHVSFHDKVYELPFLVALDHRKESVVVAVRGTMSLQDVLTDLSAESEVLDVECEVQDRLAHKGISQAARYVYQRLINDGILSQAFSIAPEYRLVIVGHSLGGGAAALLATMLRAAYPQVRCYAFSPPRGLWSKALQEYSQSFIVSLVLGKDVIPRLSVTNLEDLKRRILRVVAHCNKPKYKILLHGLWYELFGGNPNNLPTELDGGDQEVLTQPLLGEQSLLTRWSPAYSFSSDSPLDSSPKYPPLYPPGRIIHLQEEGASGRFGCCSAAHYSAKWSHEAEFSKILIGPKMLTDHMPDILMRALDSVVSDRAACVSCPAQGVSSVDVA
# PKA-R2B act = activators of PKA-R2B holoenzyme, primary screen, biochemical, fluorescence polarization, Cy5-IP20, human; cAMP-dependent protein kinase catalytic subunit beta (Homo sapiens) + cAMP-dependent …; PKA-R2B holoenzyme dissociation; R2B truncated from residue 108, S112A mutant; 0% DMSO only, 100% 113 µM cGMP; activation, % at 11.4 µM; 340,000 tested, 0.079% active; AID 504700, 2011;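 active = activation above a cutoff set at the mean over all compounds plus 3 SD, cut at about 18% in these data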;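 also: higher means more holoenzyme dissociation and a rise in polarization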
# Target sequence (P31323 whole entry, looked up, other chains not shown, the tested form may be a part): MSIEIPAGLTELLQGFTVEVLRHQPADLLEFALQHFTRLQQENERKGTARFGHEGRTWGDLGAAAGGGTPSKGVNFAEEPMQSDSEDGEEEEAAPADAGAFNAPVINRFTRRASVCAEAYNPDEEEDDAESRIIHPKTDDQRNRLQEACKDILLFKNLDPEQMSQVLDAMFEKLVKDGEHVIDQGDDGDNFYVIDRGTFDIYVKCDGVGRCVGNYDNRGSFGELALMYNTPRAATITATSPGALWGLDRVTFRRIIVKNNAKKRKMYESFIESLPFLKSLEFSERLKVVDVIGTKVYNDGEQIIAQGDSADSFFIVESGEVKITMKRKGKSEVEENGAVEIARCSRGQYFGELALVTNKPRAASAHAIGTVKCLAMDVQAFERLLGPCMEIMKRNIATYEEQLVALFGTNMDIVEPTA
# LANA DNA inh = inhibitors of KSHV C-LANA binding to DNA, primary screen, biochemical, fluorescence polarization, FAM-LBS DNA, MBP-C-LANA, single point | Kaposi's sarcoma herpesvirus LANA C-terminal domain (residues 932-1162) DNA binding | inhibition, % at 9 µM | 340,000 tested, 0.078% active | AID 504423, 2011;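 active = highest replicate inhibition at or above 60% at 9 µM, even if other replicates fall short; inactive = all replicates below 60% inhibition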;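 also: 0% = neutral control wells and 100% = 4 µM acridine orange control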
# SR-BI uptake up = activators of SR-BI mediated DiI-HDL uptake, primary screen, ldlA[mSR-BI] CHO cells, DiI fluorescence. 3 h; 100 = double the neutral-control signal. activation, % at 12.5 µM. 320,000 tested, 0.096% active. AID 504775, 2011;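 active = mean replicate activation of at least 60% and every replicate at or above 60%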;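 also: 0% = median plate neutral-control signal and 100% = twice that signal; values of inactives mirror those of a sister screen read the other way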
#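 System: CHO ldlA[mSR-BI] cells / Medium: HEPES-buffered (25 mM, pH 7.4) F12 plus 0.5% BSA / Probe or stimulus: labelled HDL, 10 µg/mL / Doses: single compound concentration, delivered by pin transfer / Schedule: 3 h, 37 °C / Measured by: DiI fluorescence, bottom read / Measure: cell-associated DiI fluorescence as measure of HDL uptake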
# Starred values were filed as active, the others as inactive; nt = not tested or not shown. Hits appear at their usual frequency. Share with any hit: about 1.6%.
# The opening 2 records as a preview:
SMILES,CAL PDZ FP-1,RTF Ca sens inh,RTF Ca sens act,CAL PDZ FP-2,Keap1 Nrf2 FP,Rtt109 HAT inh,DAGLB inh,PKA-R2B act,LANA DNA inh,SR-BI uptake up
Cc1cc(C(F)(F)F)nn1CC(=O)N1CCOCC1,-3.1,-2,2,6,2,27,0,-9,0.0,37
CN(Cc1ccco1)C(=O)CN1C(=O)NC2(CCCC2)C1=O,0.1,-9,6,0,-6,0,-2,3,0.9,20

# The listing, from the first entry:
SMILES,CAL PDZ FP-1,RTF Ca sens inh,RTF Ca sens act,CAL PDZ FP-2,Keap1 Nrf2 FP,Rtt109 HAT inh,DAGLB inh,PKA-R2B act,LANA DNA inh,SR-BI uptake up
Cc1cc(C(F)(F)F)nn1CC(=O)N1CCOCC1,-3.1,-2,2,6,2,27,0,-9,0.0,37
CN(Cc1ccco1)C(=O)CN1C(=O)NC2(CCCC2)C1=O,0.1,-9,6,0,-6,0,-2,3,0.9,20
CCC(=O)N1CCN(c2ccc(NC(=O)c3ccc4ccccc4c3)cc2)CC1,-3.1,-1,-1,-6,-7,10,1,5,-1.0,-68
CC(/C=N/N1C(=O)CSC1=S)=C\c1ccccc1,nt,3,-1,-3,5,-7,0,4,1.2,6
CCOC(=O)c1c(NC(=O)COC(=O)Cc2n[nH]c(=O)c3ccccc23)sc(C(=O)N(C)C)c1C,-2.0,-7,-5,-3,3,7,-2,-14,1.6,-20
c1ccc(CN2OCC3Cn4c(nc5ccccc54)C32)cc1 (centres undefined),-0.2,-12,-2,-1,-6,-5,2,-3,1.6,6
Cc1ccc(C(=O)COC(=O)COc2ccccc2O)cc1C,-0.2,-1,1,1,3,-6,0,-7,2.1,15
CC(C)N(C(=O)COC(=O)CNS(=O)(=O)c1ccccc1F)c1ccccc1,-3.1,-2,4,-6,2,-10,3,4,-1.0,27
CCOC(=O)C1=CN(CC2CCCO2)C=C(C(=O)OCC)C1c1ccccc1C(F)(F)F (centres undefined),-4.8,-7,0,nt,-3,-16,-8,-8,-4.0,6
O=C(COC(=O)c1cnccn1)c1ccc(OC(=O)c2ccccc2)cc1,-1.1,-1,1,-5,-3,1,1,-4,-2.4,22
Cc1nc2ccccc2c(=O)n1/N=C/c1ccc(O)cc1O,1.1,-5,8,2,-3,-4,2,-2,-0.5,6
O=S(=O)(c1cccc2cccc(Cl)c12)N1CCCC1,-1.2,-10,7,nt,-3,1,-5,8,0.5,-6
Cn1c(=O)c(C(=O)c2ccccc2)nc2ccccc21,-1.0,5,-1,0,-2,8,0,1,-0.9,1
CCOC(=O)/C(=N\Nc1cc(Cl)ccc1Cl)N1CCOCC1,-4.0,-3,4,-2,1,3,1,0,1.6,-48
O=C1c2cccnc2C(O)N1Cc1cccs1 (centres undefined),-0.3,0,7,-1,0,3,-2,0,-0.1,16
COc1ccc(OC)c(N(CC(N)=O)S(=O)(=O)c2ccc(OC)c(OC)c2)c1,0.0,-2,0,5,-3,-5,0,2,-2.7,0
COCCCNC(=O)CC1C[C@H](C(=O)N2CCOCC2)[C@@]2(CCC3CCCC3)c3[nH]c4ccc(OC)cc4c3CCN2C1=O (some centres undefined),0.3,-4,5,-3,0,5,0,-1,-2.2,-20
O=C(CSC(=S)N1CCCC1)c1ccccc1,-0.9,8,-1,4,-1,-10,-4,7,0.5,nt
O=C(CCN1C(=O)CSC1=O)Nc1ccccc1,-1.1,-7,-1,-1,-4,nt,-1,-9,-0.3,39
O=C(CNC(=O)c1cccs1)N/N=C/c1cccc(Br)c1,-2.4,-5,0,-6,-1,15,-2,3,0.9,6

# Taken from above:
# O=C1c2cccnc2C(O)N1Cc1cccs1 (centres undefined) in Keap1 Nrf2 FP: 0
# O=C(CCN1C(=O)CSC1=O)Nc1ccccc1 in Keap1 Nrf2 FP: -4
# COCCCNC(=O)CC1C[C@H](C(=O)N2CCOCC2)[C@@]2(CCC3CCCC3)c3[nH]c4ccc(OC)cc4c3CCN2C1=O (some centres undefined) in LANA DNA inh: -2.2
# COc1ccc(OC)c(N(CC(N)=O)S(=O)(=O)c2ccc(OC)c(OC)c2)c1 in RTF Ca sens inh: -2

# (further entries)
SMILES,CAL PDZ FP-1,RTF Ca sens inh,RTF Ca sens act,CAL PDZ FP-2,Keap1 Nrf2 FP,Rtt109 HAT inh,DAGLB inh,PKA-R2B act,LANA DNA inh,SR-BI uptake up
COCC(C)OC(=O)/C(C#N)=C\c1coc2ccc(C)cc2c1=O (centres undefined),-2.3,-21,-4,0,-8,-8,3,-7,-0.1,13
COc1ccc(-c2nnc3sc(-c4ccco4)nn23)cc1OC,-3.9,4,5,1,-4,1,-3,-1,0.7,-48
O=C(NCCCN1CCOCC1)c1cnn2c(-c3ccccc3)cc(-c3ccccc3)nc12,-8.2,-10,2,-21,-2,-17,1,5,-3.3,-33
COc1ccccc1NOC(=O)CCOc1ccccc1,-0.6,3,-4,nt,-6,-1,-19,3,-0.9,-13
Cc1ccc(NC(=O)c2oc3ccccc3c2NC(=O)C2CCCO2)cc1C (centres undefined),-6.9,-1,5,-6,3,-3,-1,2,-0.1,-32
CCOC(=O)c1sc2ncnc(NCc3ccco3)c2c1C,-1.0,-9,0,-4,4,-23,-10,5,-1.1,-21
O=C(NCc1ccc2c(c1)OCO2)c1ccc(NC(=O)C2CCCO2)cc1 (centres undefined),-0.8,-12,7,-2,-3,8,1,9,-1.9,7
CCN1CCN(Cc2nc3c(c(=O)n(C)c(=O)n3C)n2Cc2cccc3ccccc23)CC1,-1.5,4,-1,-3,-1,7,-1,0,-0.3,-6
COc1ccccc1NS(=O)(=O)c1ccc(C(=O)NCC(c2cccs2)N2CCOCC2)cc1 (centres undefined),0.4,0,0,nt,-7,1,4,4,-0.6,-20
COc1ccc(OC(C)C(=O)Nc2ccc([N+](=O)[O-])cc2)cc1 (centres undefined),-1.1,-9,-3,0,-1,8,-3,-10,1.7,-5
Cc1cccc(C)c1NC(=O)C(NC=O)c1ccccc1 (centres undefined),-0.3,-10,0,-2,-3,-28,-3,-6,0.6,-6
CCO[C@H]1c2c(ccc3ccc(=O)oc23)OC(C)(C)[C@H]1O,-1.2,-3,-2,0,1,-11,2,-8,2.2,15
COc1ccccc1N(CC(=O)N/N=C(\C)c1ccccc1O)S(=O)(=O)c1ccc(C)cc1,-2.1,-6,1,0,-6,0,1,1,0.0,-48
COc1ccc(C(=O)Nc2ccc3c(c2)OCO3)cc1OC,-2.9,3,1,-5,-4,2,2,0,1.4,-24
COc1ccc(-n2c(COc3cccc4ccccc34)nnc2SCC(=O)NCc2ccco2)cc1,-2.3,-3,-4,-6,4,nt,2,0,-1.6,4
CC(=O)N[C@@H](Cc1c[nH]c2ccccc12)C(=O)NCc1ccccc1,-2.5,-5,-3,-1,-2,17,-2,0,0.1,nt
CCOC(=O)c1c(-c2ccccc2)oc2ccc(O)c(CN3CCN(C)CC3)c12,-1.4,-4,-8,-1,-4,-4,2,8,-0.3,12
COc1ccc(OC)c(NC(=O)c2cc3c(Cl)nc4ccccc4c3s2)c1,-0.4,-11,2,-3,-1,-8,-1,7,2.0,-62
Cc1ccc2c(c1)nnn2C1CCN(CC(=O)N2CCN(c3ccc(F)cc3)CC2)CC1,1.3,-1,-4,0,-1,-3,2,6,0.3,-44
COc1ccc(O)c(C(=O)c2cnn(-c3ccccn3)c2)c1,2.8,-2,2,1,5,-3,-5,-1,0.3,-14
O=C(CSc1nc2ccccc2o1)NCc1n[nH]c(=O)c2ccccc12,-3.5,0,-1,-8,0,1,3,4,0.7,3
CCCNC(=O)C1CC2Cn3c(nc4ccccc43)C2N1C (centres undefined),-0.6,-9,-1,3,-3,5,2,4,1.3,2
Cc1cc(C)c(C)c(S(=O)(=O)N[C@@H](C)C(=O)OCc2cc(=O)n3cc(Br)ccc3n2)c1C,-2.7,3,-5,-1,-1,nt,0,3,-0.3,-12
O=C(Nc1ccc2nsnc2c1)C1CC1,-3.8,8,-5,-2,0,nt,0,-6,0.7,27
COc1ccc(/C=N\NC(=O)C2COc3ccccc3O2)cc1O (centres undefined),-2.9,3,-1,-5,0,9,-1,1,0.2,nt
COc1ccc(C(=O)COC(=O)[C@@H](NS(=O)(=O)c2ccccc2)C(C)C)cc1,0.6,6,-7,nt,-5,5,-3,-4,-1.2,-7
OCCC1CN(Cc2cccn2-c2ccccn2)CCN1Cc1ccccc1 (centres undefined),-1.2,-2,2,5,-1,-4,0,-9,0.6,nt
O=C(Cc1ccccc1[N+](=O)[O-])NCc1ccco1,-0.6,-4,-2,5,1,0,0,-13,-1.7,5
CC(=O)O[C@H]1C(=O)[C@@]2(C)[C@H]([C@H](OC(=O)c3ccccc3)[C@]3(O)C[C@H](OC(=O)[C@H](O)[C@@H](NC(=O)c4ccccc4)c4ccccc4)C(C)=C1C3(C)C)[C@]1(OC(C)=O)CO[C@@H]1C[C@@H]2O,-1.1,8,4,-4,0,10,0,-7,-0.3,7
CCOc1cc(/C=N/NC(=O)C2CCCC2)ccc1O,-1.0,-2,0,3,-4,-1,1,-7,-0.5,12
Cc1cc(C)n(C(=O)CN2C(=O)CCC2=O)n1,-1.6,-4,3,-1,-4,-6,-2,-9,-0.1,-7
CC(=O)Nc1ccc(S(=O)(=O)N(C)CC(=O)N/N=C/c2ccc(C(=O)O)cc2)cc1,-0.4,-2,4,2,-6,0,2,5,-1.6,14
COc1ccc(CN2C3CCCC2CC(NC(=O)Nc2cccc(C)c2)C3)cc1 (centres undefined),-1.2,4,1,1,-1,10,1,4,0.3,-20
OCC[C@H]1C[C@@H](O)[C@H](O)[C@@]2(CCCO2)O1,0.2,9,9,1,-7,-3,2,5,-1.5,0
O=C(c1ccncc1)N(Cc1ccco1)Cc1cc2ccccc2[nH]c1=O,0.2,-5,-1,1,-1,3,-1,-9,-0.7,0
O=C(N/N=C/c1cnc(N2CCCCC2)s1)c1ccc(C(F)(F)F)cc1,-0.2,-4,2,3,-4,-7,2,0,1.1,6
Nc1cc(=O)nc(SCc2ccccc2)n1Cc1ccco1,-3.0,-3,-4,0,-7,-6,-1,1,1.3,1
